LAP4-GFP MLPCN = modulators of LAP4-GFP expression in yeast, primary screen, S. cerevisiae, multiplex flow cytometry, MLPCN library; 3 h; median GFP as percent of DMSO wells; 320,000 tested, 0.34% active; GFP response vs DMSO, % at 10 µM;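 active = GFP response vs DMSO above a set limit, about the screen mean plus 3 SD, cut at about 150% in these data; inconclusive = under 70 cell events counted for the yeast strain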
Yeast superoxide = reduction of superoxide in aged yeast, primary screen, HTS; S. cerevisiae aged cells, superoxide DHE fluorescence; hits give low values; superoxide response (% of plate mean), % at 10 µM; 330,000 tested, 0.18% active;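 active = superoxide response under a set limit, about three screen SD below normal, cut at about 65% in these data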;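 note: yeast aged for seven days with compound at 30 °C before DHE staining; 100% = average MFI of all compound-treated wells on the plate with controls excluded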
RPL19A-GFP yeast = RPL19A-GFP expression modulators in yeast, primary screen, cell-based, S. cerevisiae, multiplex flow cytometry, MLPCN; S. cerevisiae RPL19A-GFP strain, 3 h; hits give low values; 330,000 tested, 0.3% active; percent response vs DMSO, % at 10 µM;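 active = percent response vs DMSO below 50%; inconclusive = fewer than 70 events counted for the yeast strain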;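 note: median channel GFP fluorescence of the barcoded RPL19A-GFP strain; ratio of sample median GFP to plate DMSO average so 100% = DMSO; lower means less RPL19A-GFP as with rapamycin TOR inhibition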
MEP2-GFP yeast = modulators of MEP2-GFP levels in yeast, primary screen, S. cerevisiae, multiplex flow cytometry, MLPCN library; S. cerevisiae MEP2-GFP strain, 3 h; 100% = DMSO control level; GFP response vs DMSO, % at 10 µM; 330,000 tested, 0.51% active;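 active = GFP response versus DMSO above a set limit, roughly screen mean plus 3 SD, cut at about 180% in these data; inconclusive = fewer than 70 cells counted for a yeast strain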;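 note: median GFP fluorescence of the barcode-gated MEP2-GFP cells per well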
CIT2-GFP yeast = modulators of CIT2-GFP expression in yeast, primary screen, S. cerevisiae, GFP fusion, multiplex flow cytometry, MLPCN library; S. cerevisiae CIT2-GFP strain, 3 h; 100 means same as DMSO wells; GFP response vs DMSO, % at 10 µM; 320,000 tested, 0.065% active; AID 2029, 2009;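 active = GFP response relative to DMSO above a set limit, near the screen mean plus 3 SD, cut at about 150% in these data; inconclusive = Fewer than 70 cells measured for a yeast strain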;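 note: ratio of well median GFP fluorescence to mean of DMSO wells on the plate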
Efflux pump inh = inhibitors of Candida efflux pumps in yeast, primary screen, S. cerevisiae, Nile Red, multiplex; S. cerevisiae Candida pump triplex; 330,000 tested, 0.44% active; inhibition, % at 10 µM;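 active = plate passing quality check with inhibition over a set limit, or well fluorescence over plate mean plus 4 SD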;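 note: Nile Red retained in pooled yeast measured as flow cytometry median fluorescence; 0% = buffer negative control and 100% = Enniatin B positive control; higher means more Nile Red kept so more efflux inhibition; some compounds called inactive have numbers as strong as hits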
AGP1 TOR yeast = modulators of AGP1-GFP expression in yeast TOR pathway, primary screen, cell-based, multiplex flow cytometry, S. cerevisiae, MLPCN library; 3 h; GFP as percent of DMSO wells; GFP response vs DMSO, % at 10 µM; 320,000 tested, 0.02% active; AID 2066, 2009;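 active = GFP response relative to DMSO above a set limit, near screen average plus 3 SD, cut at about 150% in these data; inconclusive = fewer than 70 cells counted for the yeast strain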;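 note: median GFP channel fluorescence of the gated AGP1 strain per well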
AHR activator = AHR activators, primary screen, cell-based, luminescence, luciferase reporter, human; AID 2796, 2010; activation, % at 5 µM; AHR-responsive luciferase reporter cells; Aryl hydrocarbon receptor (Homo sapiens), P35869; 320,000 tested, 2.5% active; in the data active = activation above about 47%;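 note: 0% = vehicle wells and 100% = reference agonist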
Target sequence (P35869 whole entry, looked up): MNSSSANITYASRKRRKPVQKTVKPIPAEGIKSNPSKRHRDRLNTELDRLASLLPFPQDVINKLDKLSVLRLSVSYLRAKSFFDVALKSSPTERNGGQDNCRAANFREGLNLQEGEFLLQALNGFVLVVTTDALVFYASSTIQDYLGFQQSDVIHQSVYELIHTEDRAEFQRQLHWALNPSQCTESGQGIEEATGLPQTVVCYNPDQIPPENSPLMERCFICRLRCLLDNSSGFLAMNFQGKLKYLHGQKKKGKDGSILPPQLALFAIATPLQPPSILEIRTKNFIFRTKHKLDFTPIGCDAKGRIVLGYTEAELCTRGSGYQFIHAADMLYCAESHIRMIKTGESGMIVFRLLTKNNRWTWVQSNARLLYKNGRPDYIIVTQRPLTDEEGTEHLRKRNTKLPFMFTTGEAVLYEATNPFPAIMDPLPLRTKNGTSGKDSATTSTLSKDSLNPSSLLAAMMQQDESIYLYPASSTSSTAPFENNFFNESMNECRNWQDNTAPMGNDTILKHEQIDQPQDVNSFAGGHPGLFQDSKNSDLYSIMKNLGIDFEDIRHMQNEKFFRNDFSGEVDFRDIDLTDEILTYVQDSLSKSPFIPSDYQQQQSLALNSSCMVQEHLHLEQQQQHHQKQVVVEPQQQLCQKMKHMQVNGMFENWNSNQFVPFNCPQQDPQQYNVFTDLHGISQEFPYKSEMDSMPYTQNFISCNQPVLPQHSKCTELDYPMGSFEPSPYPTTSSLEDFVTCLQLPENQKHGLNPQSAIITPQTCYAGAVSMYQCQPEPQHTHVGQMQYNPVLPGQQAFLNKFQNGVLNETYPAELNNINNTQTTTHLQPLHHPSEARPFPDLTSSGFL
Numbers without * were called inactive; ? = inconclusive; . = not tested or not shown; [ ] = another dose, or the depositor's remark.

cpd	Molecule	LAP4-GFP MLPCN	Yeast superoxide	RPL19A-GFP yeast	MEP2-GFP yeast	CIT2-GFP yeast	Efflux pump inh	AGP1 TOR yeast	AHR activator
1	O=C(COc1coc(CN2CCc3ccccc3C2)cc1=O)Nc1cccc([N+](=O)[O-])c1	118	82	102	98	102	0.2	108	-2
2	Cc1cc(C)cc(N2C(=O)CC(Sc3nnnn3-c3ccccc3)C2=O)c1 (stereo not drawn)	113	95	101	105	102	-0.1	103	2
3	Cc1[nH]c(=O)[nH]c(=O)c1S(=O)(=O)N1c2ccc(F)cc2CCC1C (stereo not drawn)	102	103	103	111	106	0.0	109	-2
4	Cc1cc(-c2c(C)n([O-])c(C)c(C)[n+]2=O)ccc1F	106	94	100	101	102	0.0	103	12
5	CCOC(=O)c1c(C)[nH]c(O)c1C=Nc1ccc(Cl)cc1	111	93	102	113	105	-0.1	106	77*
6	COc1ccc(Br)cc1C(=O)Nc1ccc(NC(=O)c2ccco2)cc1	103	95	100	114	100	-0.2	100	36
7	Cc1cc(C)n(-c2nnc3c4ccccc4n(C)c3n2)n1	111	89	82	111	89	0.0	92	4
8	CC(=O)Nc1ccc(CN2CCN(CCC(C)C)C(CCO)C2)cc1 (stereo not drawn)	104	99	102	113	105	-0.1	98	-1
9	CC(C)CC(N=C1NC(C)(C)Cc2ccccc21)C(=O)O (stereo not drawn)	97	109	.	101	104	-0.2	105	-2
10	O=C(Nc1cccc(Cl)c1)Nc1nc(-c2ccccc2)cs1	97	108	91	92	87	0.1	92	17
11	O=C(c1cc2cc(Br)ccc2o1)N1CCCC1	123	122	102	102	98	0.0	101	-10
12	CC(=O)N(CCc1ccccc1)Cc1cc2cc(C)ccc2[nH]c1=O	102	105	110	109	105	0.0	106	54*
13	Cc1ccc(N2CCN(C(=S)Nc3ccccc3C)CC2)cc1	92	93	102	113	105	-0.2	102	-3
14	Cc1cc(NC(=O)c2ccc3c(c2)C(=O)N(Cc2cccnc2)C3=O)no1	110	103	108	104	103	0.0	112	3
15	O=C(Nc1ccccc1)NC1CCCCNC1=O (stereo not drawn)	101	120	96	93	88	0.1	99	-4
16	COC(=O)C(C)n1nnc2sc(-c3ccccc3)cc2c1=O (stereo not drawn)	100	107	101	91	97	0.0	97	3
17	Cc1cc(C)n(Cc2ccc(C(=O)N/N=C/c3ccc(-c4ccc([N+](=O)[O-])cc4)o3)o2)n1	76	92	103	95	.	-0.1	88	18
18	Cc1ccc(NC(=O)CCNS(=O)(=O)c2ccc3c(c2)oc(=O)n3C)cc1C	97	103	97	105	103	-0.2	71	0
19	O=C(Nc1ccc(Cl)cc1)c1ccc(-c2ccccn2)s1	98	106	93	86	97	0.1	102	-4
20	CCOC(=O)c1cnc2ccc(OCC)cc2c1NCCCN1CCOCC1	89	103	97	102	104	-0.2	99	16
21	COC(=O)c1ccc(NC(=O)CSc2n[nH]c(-c3ccncc3)n2)cc1	101	88	101	99	100	0.0	103	-2
22	COC(=O)CC1C(=O)NCCN1C(=O)OC(C)(C)C (stereo not drawn)	99	122	98	100	99	0.0	95	-1
23	CCN(CC(=O)Nc1ccc(OC)c(OC)c1)CC(=O)Nc1ccccc1C(F)(F)F	95	97	103	104	101	-0.1	104	14
24	O=C(Cc1c(F)cccc1Cl)Nc1ccon1	99	94	102	104	103	0.1	103	-4
25	CCN(CC)C(=O)C1CCCN(c2ccc([N+](=O)[O-])cc2/C=N/NC(=O)c2cccc(Br)c2)C1 (stereo not drawn)	100	100	98	100	93	0.4	96	0
26	CNc1nc(C)c(C#N)c(-c2ccccc2)c1C(C)=O	107	108	99	99	81	-0.1	95	3
27	CCc1cc2ccc(C)c(C)c2nc1SCC(=O)NNC(=O)c1ccco1	93	92	97	100	96	0.1	102	24
28	O=C(CCC(=O)N1CCOc2ccccc21)Nc1ccc(F)cc1F	101	109	100	102	101	0.0	99	-2
29	COCCn1c(SCc2nc3ccccc3c(=O)[nH]2)nc2ccccc2c1=O	103[may fluoresce violet]	109	96[may fluoresce violet]	?	?	0.1	96[may fluoresce violet]	6
30	CCOc1ccc(/C=C2\SC(=S)NC2=O)cc1OC	106	91	84	107	.	0.0	92	2
31	Cc1n[nH]c(C)c1S(=O)(=O)N(CC(=O)NC1CCCC1)c1ccc(C(C)C)cc1	101	102	97	107	98	0.1	101	4
32	CC(=O)c1cccc(NC(=O)CCc2nnc3ccc(N4CCOCC4)nn23)c1	100	103	102	103	113	-0.1	107	0
33	Cc1ccc(NC(=O)CN(C)CC(=O)Nc2ccccc2Oc2ccccc2)cc1	98	96	102	100	99	0.3	103	3
34	CCOc1cc(/C=N\NC(=O)OC)ccc1OC(=O)c1ccco1	99	95	107	104	111	-0.1	108	6
35	COc1ccc(S(=O)(=O)N2CCCC(N(C)CCc3ccccc3)C2)cc1OC (stereo not drawn)	98	99	101	101	94	-0.1	84	3
36	CCc1nc2oc3cc(OC)ccc3c(=O)c2c(=O)n1Cc1ccccc1	98	103	98	96	95	0.0	97	15
37	O=C(CCc1ccccc1)Nc1cccnc1Cl	101	94	90	93	94	0.1	101	-2
38	O=C(COC(=O)c1ccc(Cl)c(S(=O)(=O)NCc2ccccc2)c1)NC1CC1	91	88	92	91	95	-0.1	94	-1
39	CCOCCCNc1nc2c(c(=O)[nH]c(=O)n2C)n1CCCc1ccccc1	96	96	97	94	104	-0.1	103	0
40	COc1cccc(C(c2c(N)[nH]c(=S)[nH]c2=O)c2c(N)[nH]c(=S)[nH]c2=O)c1	112	110	99	98	96	0.1	106	0

Some of these compounds in order of the MEP2-GFP yeast value, descending.
entry	canonical_smiles	LAP4-GFP MLPCN	RPL19A-GFP yeast	MEP2-GFP yeast	CIT2-GFP yeast	Efflux pump inh	AGP1 TOR yeast	AHR activator
34	CCOc1cc(/C=N\NC(=O)OC)ccc1OC(=O)c1ccco1	99	107	104	111	-0.1	108	6
33	Cc1ccc(NC(=O)CN(C)CC(=O)Nc2ccccc2Oc2ccccc2)cc1	98	102	100	99	0.3	103	3
36	CCc1nc2oc3cc(OC)ccc3c(=O)c2c(=O)n1Cc1ccccc1	98	98	96	95	0.0	97	15
38	O=C(COC(=O)c1ccc(Cl)c(S(=O)(=O)NCc2ccccc2)c1)NC1CC1	91	92	91	95	-0.1	94	-1

Returning to the listing with the 4 entries that preceded the break.
cpd	Molecule	LAP4-GFP MLPCN	Yeast superoxide	RPL19A-GFP yeast	MEP2-GFP yeast	CIT2-GFP yeast	Efflux pump inh	AGP1 TOR yeast	AHR activator
37	O=C(CCc1ccccc1)Nc1cccnc1Cl	101	94	90	93	94	0.1	101	-2
38	O=C(COC(=O)c1ccc(Cl)c(S(=O)(=O)NCc2ccccc2)c1)NC1CC1	91	88	92	91	95	-0.1	94	-1
39	CCOCCCNc1nc2c(c(=O)[nH]c(=O)n2C)n1CCCc1ccccc1	96	96	97	94	104	-0.1	103	0
40	COc1cccc(C(c2c(N)[nH]c(=S)[nH]c2=O)c2c(N)[nH]c(=S)[nH]c2=O)c1	112	110	99	98	96	0.1	106	0
41	CC1CCCCC1NC(=O)C1CCN(S(=O)(=O)c2cccc3nsnc23)CC1 (stereo not drawn)	102	103	94	100	99	-0.1	98	-4
42	c1ccc(Cn2nnnc2C(c2ccccn2)N2CCOCC2)cc1 (stereo not drawn)	98	89	101	107	103	-0.1	104	3
43	CCC(=O)N1CCc2cc(S(=O)(=O)NCCCN3CCN(Cc4ccccc4)CC3)ccc21	79	103	96	82	96	0.0	.	1
44	COC(=O)CSc1nc2ccc(C)cc2cc1C#N	102	112	100	97	96	0.0	102	0
45	Cc1ccc(C)c(-n2c(CNC(=O)c3ccco3)nnc2SCC(=O)N2CCc3ccccc32)c1	108	115	103	95	90	0.1	101	-4
46	Cc1cc(-c2ccccc2)c(C#N)c(SCC(N)=O)n1	100	106	102	105	96	0.2	93	9
47	O=C(NC1CCc2ccccc21)c1cc(COc2cncc(Cl)c2)on1 (stereo not drawn)	98	98	99	96	94	0.1	94	55*
48	COc1ccc(Cl)cc1NC(=O)c1ccc2c(SCC(=O)O)c3c(nc2c1)CCCC3	106	87	99	100	101	0.3	103	-2
49	O=C1c2ccccc2S(=O)(=O)c2cc(C(=O)N(c3ccccn3)c3ccccn3)ccc21	89	103	98	101	99	0.1	95	0
50	COc1ccc(CNCC(C)NCc2ccc(OC)c(OC)c2)cc1OC (stereo not drawn)	94	104	106	104	100	-0.1	103	-1
51	Cc1ccc(C(=O)c2cc3ccccc3o2)cc1C	99	103	97	96	85	0.1	95	2
52	COc1ccc(C2CC(c3ccccc3)=NN2C(=O)COC(=O)c2cccc(N)c2)cc1 (stereo not drawn)	91	102	88	84	86	0.1	92	0
53	Cc1sc2nc(CN3CCCC3)nc(N3CCN(S(=O)(=O)c4cccc(F)c4)CC3)c2c1C	100	79	100	102	102	-0.1	104	-1
54	C[C@H](NC(=O)OC(C)(C)C)c1nnc(SCC(=O)Nc2cccc(Cl)c2)o1	91	113	99	99	99	-0.1	99	4
55	O=C(Cc1ccccc1)NNc1ccc2ccccc2c1	92	95	90	96	94	-0.1	92	38
56	Cc1nc(CCNS(=O)(=O)c2cccs2)cs1	91	112	93	96	87	0.0	91	6
57	O=C(Nc1ccc(F)cc1)N1CCN(C/C=C/c2ccccc2)CC1	100	112	101	97	90	0.1	101	1
58	COc1ccccc1NC(=O)Cn1cnc2sc(C)c(S(=O)(=O)N3CCCCC3)c2c1=O	100	107	98	101	93	0.1	101	0
59	O=C(c1ccc2ccccc2c1)C1CCCN(C(=O)CCn2cnnn2)C1 (stereo not drawn)	96	110	71	111	98	0.0	85	2
60	Cc1ccccc1N(CC(=O)N/N=C/c1cc(Br)c(C)o1)S(C)(=O)=O	99	91	107	115	109	0.2	103	18
61	CCOC(=O)c1cnc(SC2CC(=O)N(c3ccc(OC)c(OC)c3)C2=O)nc1N (stereo not drawn)	96	96	102	102	.	0.0	99	0
62	Cc1ccc(Cn2c(=N)c(C#N)cc3c(=O)n4cccc(C)c4nc32)cc1	95	110	94	104	92	0.0	100	3
63	CCOC(=O)c1c(Nc2ccc(Cl)cc2)sc(/C=C2\C=Nc3ccccc32)c1O	99	107	97	101	95	0.3	94	10
64	Cc1ccc(OCC(=O)Nc2nnc(S(=O)(=O)N3CCCCC3)s2)cc1	111	121	100	106	106	0.2	107	0
65	Nc1ccc2nn(-c3ccc(F)cc3)nc2c1	78	106	109	102	95	0.0	91	106*

Source: PubChem BioAssay (several laboratories)
